Compound activity (PubChem)
TbREL1 primary: TbREL1 inhibition, primary screen. P86926. TbREL1 RNA ligation, FRET fluorescence. inhibition, % at 9.66 µM. actives 0.49% (n = 89,000). AID 1117264;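 active = inhibition above the mean inhibition across all screened compounds plus 3 SD, cut at about 11% in these data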;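 note: 0% = plate median of test wells and 100% = NSC42067 control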
Target sequence (P86926 whole entry, looked up): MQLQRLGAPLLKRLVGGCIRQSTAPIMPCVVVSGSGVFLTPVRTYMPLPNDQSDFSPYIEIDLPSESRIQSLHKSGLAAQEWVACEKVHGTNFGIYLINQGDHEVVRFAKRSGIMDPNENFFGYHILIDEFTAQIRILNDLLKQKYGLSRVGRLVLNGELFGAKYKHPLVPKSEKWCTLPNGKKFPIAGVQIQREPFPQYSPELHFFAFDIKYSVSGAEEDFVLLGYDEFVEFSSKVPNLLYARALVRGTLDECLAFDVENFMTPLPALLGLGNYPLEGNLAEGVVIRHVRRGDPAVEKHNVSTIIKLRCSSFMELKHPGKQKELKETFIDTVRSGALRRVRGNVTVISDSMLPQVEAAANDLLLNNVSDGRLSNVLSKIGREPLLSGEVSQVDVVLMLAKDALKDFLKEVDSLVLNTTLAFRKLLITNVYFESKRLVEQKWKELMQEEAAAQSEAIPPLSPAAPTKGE
Active calls of the source: *. This is a subset, so the mix of outcomes need not match the whole.

SMILES | TbREL1 primary
c1ccc(OCc2ccc(CCCN3CCOCC3)cc2)cc1 | 3.2
Cc1cc(NC(=O)CSc2nnc(-c3ccoc3C)o2)no1 | 0.9
CC1NC(=S)N(C2CCCCC2)C1=O (stereo not drawn) | 0.2
O=C1c2ccccc2NC(c2ccc(Br)o2)N1O (stereo not drawn) | 3.3
N#Cc1ccccc1OCC(=O)Nc1nc(-c2ccccn2)cs1 | 3.9
CC(=O)N1CCN(c2ccc(NC(=O)c3cccc(OCc4ccccc4)c3)cc2)CC1 | -4.1
CN(Cc1c(F)cccc1Cl)C(=O)c1cccc(S(=O)(=O)NCc2ccccc2)c1 | 3.7
O=C(Nc1cccnc1)c1ccccc1-c1ccccc1 | 4.1
COc1cc(NC(=O)c2cnn3c(C)cc(C)nc23)cc(OC)c1OC | -4.2
O=C(Nc1ccccc1)Nc1nncs1 | 1.5
CCOC(=O)c1ccc(S(=O)(=O)N2CCN(Cc3cc4c(cc3O)OCO4)CC2)cc1 | -1.8
N#Cc1c(SCc2ccc(Cl)cc2)sc(C(=O)c2ccccc2)c1N | 3.8
Cc1ccnc(-n2c(C)cc(/C=N/NC(=O)COc3cccc4cccnc34)c2C)c1 | -5.7
COCC(=O)NC1CC(C)(C)Cc2c1cnn2-c1ccc(F)cc1 (stereo not drawn) | -0.3
Cc1ccc([N+](=O)[O-])cc1NC(=O)c1ccccc1 | -0.4
O=C(NCc1ccccc1)c1nc[nH]c1C(=O)N1CCc2ccccc2C1 | -1.6
CCN1CCN(C(c2ccc(F)cc2)c2nnnn2Cc2cccs2)CC1 (stereo not drawn) | 1.1
CC1=C(N2CCCCC2)CCC1=O | -1.1
O=C(c1ccc(Cl)s1)N1CCN(c2ccccc2)CC1 | -1.4
CCOc1cc(/C=C2\C(=N)N3N=C(C)SC3=NC2=O)ccc1OCCOc1ccccc1 | -1.5
COc1cc(C(=O)NC2CCN(Cc3ccccc3)CC2)cc(Cl)c1OC(C)C | -0.4
CCCCCCCCN1C(=O)[C@@H](CC(=O)NCC2CCCCC2)C[C@@]2(C(=O)OC)C1=C[C@H](C(C)C)O[C@@H]2C1CC1 | 7.6
COc1cccc(NC(=O)CN(C)C(=O)CCNC(=O)c2ccc(Br)cc2)c1 | 0.3
COc1ccc(NC(=O)COC(=O)c2ccccc2SCC(=O)N2CCCC2)cc1 | -3.3
CC(C)NC(=O)CCNS(=O)(=O)c1ccc(Br)cc1 | 0.9
Cc1nn(CCC(=O)NNC(=O)Nc2ccc(F)cc2)c(C)c1[N+](=O)[O-] | 0.8
c1ccc(COc2ccc(OCCn3cncn3)cc2)cc1 | -1.1
Cc1c(C(=O)N2CC(C(=O)N3CCCCC3)Oc3ccccc32)oc2ccccc12 (stereo not drawn) | -1.1
Cc1nnc(SCC(=O)NCc2ccco2)[nH]c1=O | 2.1
COC(=O)[C@]1(C)CN(C(=O)OC(C)(C)C)C2=C1C(=O)C[C@](C)(C(=O)OC(C)(C)C)C2 | 1.2

Sorted by value in TbREL1 primary (falling): some entries from above
smiles	TbREL1 primary
CCCCCCCCN1C(=O)[C@@H](CC(=O)NCC2CCCCC2)C[C@@]2(C(=O)OC)C1=C[C@H](C(C)C)O[C@@H]2C1CC1	7.6
CC(C)NC(=O)CCNS(=O)(=O)c1ccc(Br)cc1	0.9
c1ccc(COc2ccc(OCCn3cncn3)cc2)cc1	-1.1

Later entries
SMILES | TbREL1 primary
Cc1ccc(-n2nnnc2SCC(=O)c2c(N)n(C3CC3)c(=O)[nH]c2=O)cc1 | 0.7
COc1ccc2nc(C)cc(C(=O)O)c2c1 | 6.0
Nc1c(C(=O)O)sc2nc(-c3ccccc3)cc(-c3ccc(F)cc3)c12 | -1.4
CCC(c1nnc(SCC(=O)NCC2CCCO2)n1Cc1ccccc1)N(C)C (stereo not drawn) | 0.0
NC(=O)NCc1ccccc1F | 2.6
Cc1[nH]cnc1/C=N\NC(=O)c1cccc(S(=O)(=O)N(C)C)c1 | 9.1
CCCc1ccc2oc(C(=O)N3CCCC3)c(C)c2c1 | -1.4
COc1ccc(Cl)cc1NC(=O)Nc1ccccc1SC | 0.1
CCc1nnc(NC(=O)CCC(=O)N2CCN(Cc3ccc(OC)c(F)c3)CC2)s1 | 2.1
N#CC1=C(N)OC2=C(C(=O)CCC2)C12CCC1(CC2)OCCO1 | 6.0

As a working copy, part of the list above:
SMILES | TbREL1 primary
Cc1ccc(-n2nnnc2SCC(=O)c2c(N)n(C3CC3)c(=O)[nH]c2=O)cc1 | 0.7
COc1ccc2nc(C)cc(C(=O)O)c2c1 | 6.0

(more compounds)
SMILES | TbREL1 primary
O=C(COc1ccc(C(=O)c2ccc(F)cc2)cc1)Nc1cccc(S(=O)(=O)N2CCOCC2)c1 | 2.1
CCOP(=O)(c1ccc(N(C)C)cc1)C(O)c1ccccc1OC (stereo not drawn) | 1.4
CC(=O)Nc1cccc(/C(C)=N/NC(=O)c2cc(-c3ccncc3)nc3ccccc23)c1 | -0.3
CN(C)S(=O)(=O)c1cccc(NC(=O)/C=C/c2ccc(S(=O)(=O)N3CCOCC3)cc2)c1 | -3.2
CN(C(=O)/C=C/c1ccco1)c1ccccc1C(=O)O | 1.9
C/C(=N/NC(=O)CSc1nnc(-c2ccccc2)n1-c1ccc(Cl)cc1)c1cccc(O)c1 | 0.4
CCN(C(=O)Cn1c(=O)n2nc(CCn3nc(C)cc3C)nc2c2ccccc21)c1cccc(C)c1 | 1.3
CCCCn1c(N)c(N(Cc2ccccc2OC)C(=O)CCC(C)C)c(=O)[nH]c1=O | -2.2
COc1ccc(C(=O)N(C)C2(C)CCS(=O)(=O)C2)cc1OC (stereo not drawn) | 3.1
O=C(NCC(c1ccc(F)cc1)N1CCOCC1)c1cccnc1Sc1ccccc1 (stereo not drawn) | 0.0
CCNC(=S)Nc1cc(OCC)c(NC(=O)c2ccco2)cc1OCC | -7.4
COC(C[C@H]1O[C@@H]1[C@@H](O)[C@H](C)OCc1ccccc1)OC | -2.3
C#CCN(C[C@H]1[C@H](OC(=O)NCc2ccccc2)[C@H](OC(=O)NCc2ccccc2)C[C@H]2C(=O)N(c3ccccc3)C(=O)[C@@H]12)S(=O)(=O)c1ccc(C)cc1 | -2.1
OC(CNCc1ccc(Cl)cc1)COc1ccccc1 (stereo not drawn) | 1.8
CCOc1ccc(C(CN2CCOCC2)C(C)=O)cc1OC (stereo not drawn) | 5.8
CCCOc1ccc(NC(=O)CC2C(=O)N(c3ccc(OCC)cc3)C(=S)N2C2CC2)cc1 (stereo not drawn) | 2.0
Cc1cc(/C=C2\SC(=O)N(CC(=O)Nc3ccccc3F)C2=O)c(C)n1C | -9.7
S=C(Nc1cccc2ccccc12)NN1CCOCC1 | 0.7
O=C(CN1C(=O)C2C3CC(C(Br)C3Br)C2C1=O)Nc1ccc(C(=O)O)cc1 (stereo not drawn) | -2.3
COc1cccc(CC2(CO)CCCN(Cc3cc(F)ccc3-n3cccn3)C2)c1 (stereo not drawn) | -3.7
O=C1CCCC(O)=C1C1NCCc2ccccc21 (stereo not drawn) | 4.4
Cn1c(CSCc2ccc(Cl)cc2Cl)n[nH]c1=S | -4.0
Cc1cc(C(=O)CSc2nnc(-c3ccc(OC(F)F)cc3)o2)c(C)n1Cc1cccs1 | -1.2
O=C(Cn1cc(C(F)(F)F)ccc1=O)N1CCc2ccccc21 | 2.9
Cc1cc(NS(=O)(=O)c2ccc(NC(=S)NC(=O)c3cccnc3)cc2)no1 | 1.8
CC(=O)c1cccc(NC(=O)NC2CC3CCCC(C2)N3CC(C)C)c1 (stereo not drawn) | 1.1
CC(=O)NCc1ccc(C(=O)COC(=O)COc2ccc(Cl)c(C)c2)s1 | -1.4
Cc1cc(=O)n(CCCO)c(O)c1C#N | -2.2
COc1ccccc1Nc1nc2c(s1)CCC2 | -3.1
Cn1c(=O)c(=O)n(C)c2cc(S(=O)(=O)N3CCN(Cc4ccc5c(c4)OCO5)CC3)ccc21 | -2.9

4 compounds already listed, arranged by length of the SMILES, largest number first:
SMILES | TbREL1 primary
Cn1c(=O)c(=O)n(C)c2cc(S(=O)(=O)N3CCN(Cc4ccc5c(c4)OCO5)CC3)ccc21 | -2.9
Cc1cc(C(=O)CSc2nnc(-c3ccc(OC(F)F)cc3)o2)c(C)n1Cc1cccs1 | -1.2
Cc1cc(NS(=O)(=O)c2ccc(NC(=S)NC(=O)c3cccnc3)cc2)no1 | 1.8
O=C1CCCC(O)=C1C1NCCc2ccccc21 (stereo not drawn) | 4.4

Next section
SMILES | TbREL1 primary
CCc1cc2c3c(c(=O)oc2cc1O)CCCC3 | -3.4
Cc1ccc(-c2nnc(-c3cccs3)o2)cc1 | 0.0
C[C@H](CO)N1C[C@H](C)[C@@H](CN(C)C(=O)Nc2ccc3c(c2)OCO3)Oc2c(NC(=O)c3ccncc3)cccc2C1=O | 0.6
Cc1[nH]n(-c2ccccc2)c(=O)c1N=Nc1ccccc1C(=O)N1CCOCC1 | -0.1
Cn1nc(SCC(=O)O)sc1=S | 0.5
COc1cccc(NC(=O)CSc2nnc3cc(C)nc(N)n23)c1 | 7.8
C#CCOCCOCCOCCNc1nc(N2CCN(C(=O)[C@H](CCC(=O)O)n3cc([C@@H](N)CCCCN)nn3)CC2)nc(N2CCN(C(=O)[C@H](CCCCN)n3cc([C@@H](N)CC(N)=O)nn3)CC2)n1 | 3.2
CC(C)CNC(=O)c1cccc2c(-c3cccc(C(N)=O)c3)coc12 | 0.5
CC(=O)Nc1ccc(S(=O)(=O)NCC(=O)NCCCc2ccccc2)cc1 | -0.8
CCOc1ccccc1NC(=O)CCS(=O)(=O)c1ccc2c(c1)CC(C)N2C(C)=O (stereo not drawn) | -0.7

Compounds above with a nitro group on carbon, in the order listed:
SMILES | TbREL1 primary
Cc1ccc([N+](=O)[O-])cc1NC(=O)c1ccccc1 | -0.4
Cc1nn(CCC(=O)NNC(=O)Nc2ccc(F)cc2)c(C)c1[N+](=O)[O-] | 0.8

Remaining list, next part.
SMILES | TbREL1 primary
COc1ccc2nc(SCCC(=O)O)cc(C)c2c1 | 7.2
CC(C)C(C)NC(=O)COc1ncnc2sccc12 (stereo not drawn) | 3.4
COc1ccccc1-c1nnc(SCC(=O)Nc2ccc(S(N)(=O)=O)cc2)n1C | 0.7
NC(=S)N/N=C/c1c(O)c(Br)cc2oc3c(c12)CCCC3 | 0.6
Cc1cccc(C(=O)N[C@@H]2CC[C@@]34CCCN3C(=O)CCC[C@H]4[C@H]2C)c1 | 5.9
Cn1nccc1NC(=O)CC1(CC(=O)O)CCCCC1 | 0.7
O=S(=O)(NCC1CCC(NS(=O)(=O)c2c(F)cccc2F)CC1)c1ccc2c(c1)OCCO2 (stereo not drawn) | 5.8
O=C(Nc1ccc(Br)cc1)c1ccc(N2C(=O)C3CCCCC3C2=O)cc1 (stereo not drawn) | -0.4
CCC(CC)c1nnc(NC(=O)c2c(-c3ccccc3)noc2C)s1 | -2.3
COc1cccc(-n2c(COc3ccc(C)cc3)nnc2SCC(N)=O)c1 | -5.8
CCn1c(CNC(=O)c2ccco2)nnc1SCCOc1ccccc1 | 3.6
CCN(c1ccccc1)S(=O)(=O)c1ccc(N2CCN(c3ccc(OC)cc3)CC2)nc1 | -3.0
Cc1ccc(S(=O)(=O)Nc2ccccc2-c2ccccc2NS(=O)(=O)c2ccc(C)cc2)cc1 | 0.2
CN(C)c1nc(N2CCN(c3ccccc3)CC2)c(C#N)c(=O)o1 | -1.1
CN1C(=O)CS(=O)c2ccc(C(=O)NC3CC3)cc21 (stereo not drawn) | -0.1
CC(=O)Nc1ccc(N(C(=O)CNC(=O)c2cccs2)C(C(=O)NC(C)(C)C)c2ccccc2)cc1 (stereo not drawn) | 0.5
COC(=O)C1=C(C)N(Cc2ccc(C(F)(F)F)cc2)C(=NCc2ccc(C(F)(F)F)cc2)NC1c1ccccc1C(F)(F)F (stereo not drawn) | 17.2*
Cc1ccc(-n2ncc3c(=O)n(Cc4cccnc4)cnc32)cc1 | 2.9
Cc1ccc(C(=O)Nn2c(O)c(C=C3N=c4ccccc4=N3)sc2=S)cc1 | -3.1
COc1cc(OC)c(NC(=O)CN(C)S(=O)(=O)c2ccc3[nH]c(=O)oc3c2)cc1Cl | -0.2
CCOC(=O)CC1CCCCN1C(=O)c1ccc2nc(CCOC)oc2c1 (stereo not drawn) | 4.4
COc1ccccc1NC(=O)c1cccs1 | 2.2
CC(C)(C)C(=O)NCCN1CCN(C(=O)C(C)(C)C)CC1 | 0.9
COC(=O)[C@]12C[C@H](CC(=O)NCCCCc3ccccc3)C(=O)N(Cc3cccc4ccccc34)C1=C[C@H](C(C)(C)C)O[C@@H]2C | 0.1
O=S(=O)(c1ccc2c(c1)CCCC2)N1CCNCC1 | -0.6
Oc1ccc(Br)cc1/C=N/Nc1ncc(-c2ccccc2)cn1 | 1.7
FC(F)(F)c1ccnc(N2CCN(Cc3cnc(-c4ccccc4)[nH]3)CC2)c1 | -4.3
O=C(O)CCCCCNc1nc(=S)[nH]c2ccccc12 | 0.5
C/C(=N\NC(=O)c1cc(C)nc2ccccc12)c1ccc([N+](=O)[O-])cc1 | -0.1
COc1ccc(-c2nnc(-c3cc4ccccc4oc3=O)o2)cc1 | 0.4
CCOC(=O)N1CCC(N2CC34C=CC(O3)C(C(=O)Nc3ccc(C)cc3)C4C2=O)CC1 (stereo not drawn) | -0.4
O=C(c1cccc([N+](=O)[O-])c1)N1CCN(S(=O)(=O)N2CCCCC2)CC1 | 1.9
CCn1c2ccccc2c2cc(NC(=O)COC(=O)c3cc(Cl)cc(Cl)c3)ccc21 | -0.5
CCCC1CCC2(CC1)CCC2OC(=S)Nc1ccccc1Br (stereo not drawn) | 0.0
Cc1ccccc1-n1nc(C)c2cc(C(=O)N3CCN(S(=O)(=O)c4ccc(F)cc4)CC3)sc21 | 0.9
O=C(C(NS(=O)(=O)c1cccs1)c1ccccc1)N1CCN(c2ccccc2)CC1 (stereo not drawn) | -3.1
O=C(NCc1cccc(Br)c1)C1CC(c2cc(C(F)(F)F)cc(C(F)(F)F)c2)=NO1 (stereo not drawn) | 1.3
COc1ccc(S(=O)(=O)Cc2ccc(C(=O)NCc3cccs3)o2)cc1 | 1.1
COC(=O)[C@]1(Cc2ccccc2)N[C@H](c2ccc(-c3cc(C(C)=O)cs3)cc2)[C@@H]2C(=O)N(C)C(=O)[C@@H]21 | -0.2
O=C(Cn1cnc2ccccc2c1=O)N1CCc2ccccc2C1 | 0.2
O=C(Nc1ccccc1N1CCCC1)c1cc2ccccc2o1 | -3.7
COC(=O)[C@@]1(Cc2ccc(OC)cc2)[C@H]2c3cc(C(=O)N4CCCC4)n(CCO)c3C[C@H]2CN1C(=O)c1ccccc1 | -1.1
